ERG Ets-DNA blk: blocks human ERG Ets domain binding to DNA; fluorescence polarization, His-ERG Ets domain / labelled DNA; Potency, µM (titrated, usually from 76.9 µM), for the others: at the highest dose FP activity, negative = inhibition, actives largely listed as inhibitors; 370,000 compounds, 0.028% hits; active = well fitted inhibition curve with a large enough effect in the polarisation, with a control signal flat; inconclusive = small, poorly fitted or top-dose-only effect, or effect the other way, or a change in a side signal; inactive = no such curve, though single readings can be large or run the other way; the % refers to the polarisation;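 also: polarization taken with two DNA probes labelled with fluorescein and Texas red; potency is read from the fitted curve at half-maximal effect; % of control where 0% means no effect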
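His-tagged ERG Ets domain (1 uM in the protein solution; 300mM KCl, 50mM Tris-HCl, 1mM EDTA, 1mM DTT, pH 7.5) received compound, then a probe mix of 5 nM fluorescein-DNA and 100nM Texas-615-DNA. Fluorescence polarization was read for both dyes.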
12-LOX inh: inhibitors of human 12S-lipoxygenase ALOX12; 580,000 compounds, 1.1% hits; P18054; Potency, µM (highest dose often 108 µM), without a hit: at the top dose activity change, negative = inhibition, hits mostly inhibitors; purified 12hLO, xylenol orange hydroperoxide absorbance; also: potency is read from the fitted curve at half-maximal effect; % is scaled to controls: 0 for no effect and ±100 for the full control effect
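Hydroperoxide product was detected by ferrous iron/xylenol orange as the 573 to 405 nm absorbance ratio. Arachidonic acid at 40 uM (final) was turned over for 30 min at room temperature by 150 nM human 12hLO, pH 7.0 Hepes buffer, after 15 min compound preincubation.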
JMJD2A Tudor: JMJD2A Tudor domain (human) inhibition; AlphaScreen JMJD2A-Tudor / H3K4me3 peptide binding; Potency, µM (top dose mostly 114 µM), without a hit: at the top dose activity change, negative = inhibition, most hits filed as inhibitors; 390,000 compounds, 4.4% hits; also: potency is read from the fitted curve at half-maximal effect; % is scaled to controls: 0 for no effect and ±100 for the full control effect; nearly all actives have a fitted effect of over 50% in size
PI4K2A block: blocks human PI4K2A kinase activity; purified PI4K2A, ADP-Glo luminescence, 1 h; active compounds read low; activity change, negative = inhibition, % at 76.9 µM; 420,000 compounds, 0.13% hits; in the data active = activity change below about -50%; inconclusive = mostly about -30% to -49%;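 also: -100% = wells without enzyme as full effect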
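PI4K2A activity was measured by ADP-Glo luminescence: enzyme (4 ug/mL stock) and phosphatidylinositol (1.2 mM stock) in Tris pH 7.5/MgCl2/EGTA/Triton X-100 buffer were reacted with ATP (300 microM stock) for one hour at ambient temperature.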
HP1b binding inh: HP1-beta chromodomain-methylated histone interaction inhibition. P83916. Potency, µM (doses to about 114 µM), without a hit: at the top dose activity change, negative = inhibition, usual class: inhibitors. 390,000 compounds, 0.56% hits. AlphaScreen HP1-beta / biotin-H3K9me3 peptide binding; also: potency is read from the fitted curve at half-maximal effect; nearly all actives have a fitted effect of over 70% in size; inactives centre near 23
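HP1-beta protein (50 nM final) preincubated 30 min at room temperature with biotinylated H3(1-18)K9me3 peptide (50 nM) in PBS pH 7.4, 0.01% Tween-20, then compound added for 30 min. AlphaScreen streptavidin donor/nickel chelate acceptor beads (10 ug/mL final), 30 min dark, luminescence read.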
RGS4 inhibitor: human RGS4 inhibition | 390,000 compounds, 0.039% hits | Transcreener GDP fluorescence polarization, RGS4-accelerated GTP hydrolysis | P49798 | Potency, µM (top dose mostly 114 µM), without a hit: top-dose activity change, negative = inhibition, actives largely listed as inhibitors; also: potency is read from the fitted curve at half-maximal effect; % is scaled to controls: 0 for no effect and ±100 for the full control effect; nearly all actives have a fitted effect of over 75% in size; some results filed as inactive show a strong effect at the top dose
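MLSMR compounds (23 nl, pin-transferred) preincubated 10 min at room temperature with a 500nM (2x) first reagent, then RGS4 at 900nM (2x) plus Transcreener GDP mix added; fluorescence polarization (620/688 nm) read before and after 90 min at 30 °C.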
G9a block: G9a (human) methyltransferase inhibition. AID 504332. Potency, µM (highest dose often 102 µM), inactives show at the top dose activity, negative = inhibition, hits mostly inhibitors. G9a H3K9 monomethylation, AlphaScreen, 2 h. 350,000 compounds, 8.8% hits; also: potency is read from the fitted curve at half-maximal effect; % is scaled to controls: 0 for no effect and ±100 for the full control effect; nearly all actives have a fitted effect of over 75% in size
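Quantitative HTS format: methyltransferase activity on a biotin-tagged H3K9 peptide is measured by AlphaScreen, using a rabbit anti-monomethyl-H3K9 antibody with streptavidin donor and anti-IgG acceptor beads. Final levels are 20 nM enzyme, 500 nM peptide, 20 uM SAM; 2 h RT.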
BAZ2B block: BAZ2B (human) inhibition; AlphaScreen BAZ2B-H3K14Ac peptide displacement; Potency, µM (series often up to 114 µM), without a hit: at the highest dose activity change, negative = inhibition, actives largely listed as inhibitors; 360,000 compounds, 4.4% hits; AID 504333; also: potency is read from the fitted curve at half-maximal effect; % is scaled to controls: 0 for no effect and ±100 for the full control effect; nearly all actives have a fitted effect of over 60% in size
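AlphaScreen displacement of biotin-H3(5-23)K14Ac peptide (50 nM final) from BAZ2B (50 nM final) in PBS pH 7.4, 0.01% Tween-20; complex preformed 30 min RT, then compounds (top 110 uM) 30 min RT, beads 20 min dark.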
GLS inhibitor: inhibitors of human glutaminase (GLS). GLS enzymatic activity, qHTS titration. Potency, µM (highest dose often 45.5 µM), without a hit: top-dose activity change, negative = inhibition, usual class: inhibitors. 410,000 compounds, 0.21% hits. O94925. AID 624170; also: potency is read from the fitted curve at half-maximal effect; % is scaled to controls: 0 for no effect and ±100 for the full control effect
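hKGA in 45 mM KH2PO4 pH 8.2, 0.02% Tween-20 with pin-transferred compounds; 1 mM L-glutamine (stock) plus glutamate oxidase/HRP/Amplex Red coupling added. Fluorescence read initially and after 30 min at RT.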
* marks the source's active call; other numbers are inactive results; ? = inconclusive; / = no result given; & = joins results of further samples; [ ] = remark or other dose. Unless noted, calls follow the shape of the dose curve; as a rule, active = well fitted curve in the direction sought with a large enough effect; inconclusive = small, poorly fitted or top-dose-only effect, or another doubt; inactive = no such curve, though single readings can be large; an effect the other way counts as inactive or inconclusive.

ERG Ets-DNA blk,12-LOX inh,JMJD2A Tudor,PI4K2A block,HP1b binding inh,RGS4 inhibitor,G9a block,BAZ2B block,GLS inhibitor,SMILES
-10%,-51%,-5%,1,43%[activator],14%,14%[59 µM],-7%,-1%,CCOc1ccc(S(=O)(=O)Nc2cccc(C(=O)NCCCN3CCOCC3)c2)cc1
1%,-26%,-6%,0,15%,-9%,11%[59 µM],-4%,-3%,O=C(NC1CC(=O)N(c2cccc(F)c2)C1)c1ccc(Br)o1 (stereo unspecified)
4%,-15%,-20%,0,36%,-41%,/,-32%,1%,Cc1cccc(-c2nc(CS(=O)CC(=O)NC3CCCC(C)C3C)c(C)o2)c1 (stereo unspecified)
-1%,11%,1%,0,31%,32%,26%,5%,0%,Cc1cc(C(=O)NC(C)C)on1
-1%,?,-19%,0,52%[activator],-1%,/,/,10%,COC(=O)[C@H]1[C@@H](C)N(Cc2ccccc2)C(=O)N[C@H]1c1cccc(C(F)(F)F)c1
2%,-23%,-4%,0,32%,-16%,26%,/,-13%,CCOc1ccc(N(Cc2ccc(OC)cc2)C(=O)c2ccco2)cc1
-9%,0%,-8%,0,28%,-28%,10µM*,?,-9%,COc1ccccc1Nc1nc(N)nc(CN2CC(C)CC(C)C2)n1 (stereo unspecified)
-5%,2%,-19%,-9,15%,15%,-37%[59 µM],15%,0%,CS(=O)(=O)N(CC(=O)Nc1ccccc1Sc1ccccc1)C1CCCCC1
36%[activator],36%,-8%,-10,32%,10%,-24%,-3%,2%,CCOC(=O)COc1cccc2c(=O)n(CC(=O)N3CCc4ccccc43)ccc12
0%,-7%,-16%,-11,18%,4%,6%[59 µM],-11%,0%,O=C(COC(=O)CCc1ccc(S(=O)(=O)N2CCCCC2)cc1)Nc1ccc2c(c1)OCO2
5%,12%,-25%,-11,-3%,-21%[56.9 µM],16%[12.7 µM],3%,-1%,O=C(c1cccc(OC2CCN(Cc3ccc(F)cc3)CC2)c1)N1CCCC1
3%,9%,-13%,1,-4%,-14%,/,-8%,2%,O=C(NCC1CCCO1)/C(=C\c1ccccc1)NC(=O)c1ccccc1 (stereo unspecified)
-10%,-9%,-19%,8,21%,17%,/,/,2%,CC(=O)N1c2ccccc2S(=O)(=O)c2c1ccc1ccccc21
1%,?,?,0,34%,-3%,23%[2.33 µM],-4%,-7%,O=S(=O)(NCc1ccccn1)c1ccc(Br)s1
-6%,?,-10%,-3,3%,13%,22%,-3%,4%,CN(C)/C=N/c1nc2nccc(-c3cccnc3)n2n1
10%,15%,-10%,1,14%,1%,4%,-12%,1%,COc1cccc(C2C(C#N)=C(N)N(N(C)C)C3=C2C(=O)CC(C)(C)C3)c1 (stereo unspecified)
-1%,3%,1%,0,45%[activator],46%,/,10%,-1%,CCOC(=O)C1CCN(S(=O)(=O)c2ccc(-c3cc(C(F)(F)F)n(C)n3)s2)CC1
-6%,?,-13%,-15,30%,-28%,?,4%,4%,O=C1Cc2cc(S(=O)(=O)Nc3cccc(F)c3)ccc2N1
4%,?,-8%,-2,34%,21%,50µM*,-2%,0%,CS(=O)(=O)c1ccc2nc(NC(=O)c3ccccc3Br)sc2c1
-6%,19%,-14%,1,11%,-2%,-32%,-24%,5%,O=C(O/N=C(/c1ccccc1)c1ccncc1)c1cccc(F)c1
2%,-47%,2%,3,39%[activator],-7%,9%,5%,0%,Cc1c(NC(=O)/C=C/c2ccc(S(=O)(=O)N3CCOCC3)cc2)c(=O)n(-c2ccccc2)n1C
4%,0%,-12%,0,27%,-15%,4%[0.501 µM],-29%,1%,Cc1c(C(c2ccc(Br)cc2)c2c(C)n(C)n(-c3ccccc3)c2=O)c(=O)n(-c2ccccc2)n1C
-1%,357%[activator],-10%,-1,50%[activator],-25%,/,/,0%,Nc1c(N(Cc2ccccc2)C(=O)COc2ccc(F)cc2Cl)c(=O)[nH]c(=O)n1Cc1ccccc1
/,-19%,-23%,-2,15%,5%,?,-18%,25%,COC1CCCCC1Nc1cccc(SC)c1 (stereo unspecified)
-2%,-8%,-13%,1,32%,20%,-50%,-38%,-3%,O=C(O)c1sc2ncccc2c1OCc1ccccc1
-4%,0%,-24%,3,-20%,0%,?,9%,-3%,COc1ccc(NC(=O)CCOc2ccccc2C)cc1S(=O)(=O)N1CCCCC1
1%,0%,-19%[11.4 µM],-3,5%,0%[11.4 µM],-8%,2%,-3%,O=C(CN1CCN(Cc2ccccc2Cl)C1=O)NC1CCCCCCC1
10%,11%,-7%,0,32%,-11%,16%,1%,4%,C=CCn1c(O)c(N=O)c2ccccc21
12%,?,-13%,0,23%,-24%,/,/,2%,CC(C(c1ccc2c(c1)OCO2)c1c(N)n(C)c(=O)n(C)c1=O)[N+](=O)[O-] (stereo unspecified)
-10%,2%,-13%,5,11%,-15%,-16%,-16%,1%,COC(=O)CC1COc2ccccc2N1C(=O)c1ccc(Br)cc1 (stereo unspecified)

4 compounds already listed, arranged by molecular weight, high to low:
ERG Ets-DNA blk,12-LOX inh,JMJD2A Tudor,PI4K2A block,HP1b binding inh,RGS4 inhibitor,G9a block,BAZ2B block,GLS inhibitor,SMILES
-5%,2%,-19%,-9,15%,15%,-37%[59 µM],15%,0%,CS(=O)(=O)N(CC(=O)Nc1ccccc1Sc1ccccc1)C1CCCCC1
5%,12%,-25%,-11,-3%,-21%[56.9 µM],16%[12.7 µM],3%,-1%,O=C(c1cccc(OC2CCN(Cc3ccc(F)cc3)CC2)c1)N1CCCC1
1%,0%,-19%[11.4 µM],-3,5%,0%[11.4 µM],-8%,2%,-3%,O=C(CN1CCN(Cc2ccccc2Cl)C1=O)NC1CCCCCCC1
2%,-23%,-4%,0,32%,-16%,26%,/,-13%,CCOc1ccc(N(Cc2ccc(OC)cc2)C(=O)c2ccco2)cc1

(further entries)
ERG Ets-DNA blk,12-LOX inh,JMJD2A Tudor,PI4K2A block,HP1b binding inh,RGS4 inhibitor,G9a block,BAZ2B block,GLS inhibitor,SMILES
12%,16µM*,45µM*,?,?,?,/,/,10µM*,C[n+]1c(-c2ccccc2)cc2c(=Cc3ccc([N+](=O)[O-])cc3)c3ccccc3n21
1%,-17%,-6%,5,37%,4%,8%[59 µM],-10%,7%,COc1ccc(N2CC(NC(=O)c3cc4ccccc4o3)CC2=O)cc1OC (stereo unspecified)
4%,?,-26%,-4,28%,13%,-9%,-20%,3%,CCN(CC(=O)Nc1ccc2c(c1)OCCO2)C(=O)/C=C/c1ccc(F)cc1
8%,-7%,-2%,5,46%[activator],-21%[11.4 µM],9%[59 µM],7%,-3%,CCCCCCCNC1=CC(=O)CC(c2ccccc2)C1 (stereo unspecified)
0%,-6%,-3%,-5,21%,-4%,5%,-4%,-4%,COCCN(CCOC)C(=O)Nc1ccc(Cl)cc1
-13%,3%,-8%,5,22%,20%,/,/,0%,O=C(NC1CCCCCCC1)c1ccc(Br)cc1
3%,25%,-11%,0,40%[activator],8%,6%[12.7 µM],2%,-10%,O=C1c2ccccc2CN1C(CO)Cc1ccccc1 (stereo unspecified)
-7%,1%,-10%,-1,15%,18%,/,?,0%,O=C(c1ccc(Br)o1)N1CCN(Cc2ccccc2Cl)CC1
-4%,-17%,-24%,6,0%,-14%,-2%,-9%,15%,CCOc1ccc(NC(=S)Nc2ccc(C)c([N+](=O)[O-])c2)cc1
7%,-9%,50µM*,-67*,?,-8%,/,56µM*,?,O=C(O)c1cccc(N2C(=O)c3cc([N+](=O)[O-])cc4cc([N+](=O)[O-])cc(c34)C2=O)c1
17%,8%,-6%,-2&0,40%[activator],26%,-25%&28%[59 µM],-13%,0%&-28%,C#C[C@]1(O)CC[C@H]2[C@@H]3CCc4cc(OC)ccc4[C@H]3CC[C@@]21C
18%,-25%,-12%,-2,11%,-3%,-39%,5%,-1%,O=C(COC(=O)c1cc(S(=O)(=O)N2CCCCC2)ccc1N1CCOCC1)c1ccc(Cl)cc1
-4%,8%,-19%,-2,17%,-40%,-32%,-3%,-7%,COc1ccccc1N(C)S(=O)(=O)c1ccc(C(=O)Nc2ccncc2)cc1
3%,-22%,-19%,2,16%,-34%,11µM*,-11%,13%,COc1ccc(NC(=O)CCS(=O)(=O)c2nc(-c3ccc4c(c3)OCO4)cc(C(F)(F)F)n2)cc1OC
1%,0%,6%[57.1 µM],1,45%[activator],0%[11.4 µM],-5%[12.7 µM],-3%,-8%,O=c1[nH]c2ccc(Cl)cc2c(=O)n1Cc1ccco1
3%,?,-9%,0,28%,-49%,/,-8%,12%,CCc1ccc(OCC(O)CN2CCN(CCO)CC2)cc1 (stereo unspecified)
-4%,-16%,-12%,-6,19%,-1%,0%[59 µM],7%,8%,O=C(O)c1ccc(CNC(=O)c2ccc(Br)o2)cc1
3%,-22%,-26%,-1,6%,-11%,12%[59 µM],?,-7%,COc1cccc(C2=NOC(C(=O)NCCCn3ccnc3)C2)c1 (stereo unspecified)
3%,14%,-15%[11.4 µM],-6,57%[activator],-11%[11.4 µM],?,6%,-11%,CCOC(=O)C(Cc1ccccc1)C(=O)Nc1nccs1 (stereo unspecified)
4%,2%,-15%,-1,40%[activator],-5%,-13%[12.7 µM],12%,2%,CC1CC(C)CN(S(=O)(=O)c2ccc(NC(=O)[C@@H]3CCCN3C(=O)c3cccs3)cc2)C1 (stereo partly specified)

A portion of the library; count on the stated rates, not on these rows.
